Assay outcomes as filed in PubChem BioAssay.
HEK cytotox = kills HEK 293 cells; Potency, µM (doses to about 115 µM), for inactives: at the top dose activity change, negative = cytotoxicity, actives largely listed as inhibitors; HEK 293 viability, ATP luminescence (CellTiter-Glo), 48-72 h; 6.6% of 94,000 active; note: potency is the fitted concentration of half-maximal effect; nearly all actives have a fitted effect of over 60% in size
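CellTiter-Glo luminescence (cellular ATP) was read after 48 or 72 hr of compound exposure at 37 degree Celsius. Cells were HEK 293 plated at 250 cells/well.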
SNCA expr inh = reduces expression of the alpha-synuclein gene. HEK-293 SNCA-luciferase knock-in, luminescence, 24 h. AID 1671194. 0.17% of 140,000 active. Potency, µM (titrated, usually from 57.2 µM), for the others: at the highest dose activity change, negative = inhibition, usual class: inhibitors;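 note: potency is the fitted concentration of half-maximal effect; plate controls were DMSO cells for no effect and cell-free wells for full effect; nearly all actives have a fitted effect of over 45% in size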
GPT2 inh = GPT2 alanine aminotransferase inhibition. Q8TD30. Recombinant GPT2, coupled pyruvate oxidase/HRP Amplex Red fluorescence. Potency, µM (titrated, usually from 57.7 µM), without a hit: at the highest dose activity change, negative = inhibition, most hits filed as inhibitors. 0.25% of 100,000 active. AID 1671188; note: potency is the fitted concentration of half-maximal effect; nearly all actives have a fitted effect of over 60% in size; many of its hits are not listed in these tables
Target sequence (Q8TD30 whole entry, looked up): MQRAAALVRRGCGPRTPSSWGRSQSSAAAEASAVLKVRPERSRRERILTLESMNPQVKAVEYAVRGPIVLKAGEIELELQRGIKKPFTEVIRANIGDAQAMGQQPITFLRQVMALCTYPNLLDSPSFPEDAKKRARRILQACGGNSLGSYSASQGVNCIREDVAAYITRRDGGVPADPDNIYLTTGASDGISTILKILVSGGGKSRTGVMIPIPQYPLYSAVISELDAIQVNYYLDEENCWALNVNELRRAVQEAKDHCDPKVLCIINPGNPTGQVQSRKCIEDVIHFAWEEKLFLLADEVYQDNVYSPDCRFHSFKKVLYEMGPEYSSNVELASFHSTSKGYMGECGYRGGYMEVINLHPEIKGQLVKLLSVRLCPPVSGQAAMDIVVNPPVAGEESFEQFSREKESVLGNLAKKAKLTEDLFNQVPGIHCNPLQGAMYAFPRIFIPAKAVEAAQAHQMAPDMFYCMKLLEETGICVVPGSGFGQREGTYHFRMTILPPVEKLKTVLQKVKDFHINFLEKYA
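Fluorescence of coupled pyruvate oxidase/HRP/Amplex Red system (50uM Amplex, 30 min, dark) reports pyruvate formed by GPT2. Enzyme reaction: 10ng/uL GPT2, 2mM L-alanine, 250uM a-KG, 30 min room temperature, pH 7.5; 50uM AOA control.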
Luciferase inh = blocks purified firefly luciferase enzyme activity; Potency, µM (titrated, usually from 115 µM), inactives show top-dose activity change, negative = inhibition, hits mostly inhibitors; 2.5% of 76,000 active; purified P. pyralis luciferase, luminescence, biochemical; P08659; note: potency is the fitted concentration of half-maximal effect; nearly all actives have a fitted effect of over 65% in size
Target sequence (P08659 whole entry, looked up): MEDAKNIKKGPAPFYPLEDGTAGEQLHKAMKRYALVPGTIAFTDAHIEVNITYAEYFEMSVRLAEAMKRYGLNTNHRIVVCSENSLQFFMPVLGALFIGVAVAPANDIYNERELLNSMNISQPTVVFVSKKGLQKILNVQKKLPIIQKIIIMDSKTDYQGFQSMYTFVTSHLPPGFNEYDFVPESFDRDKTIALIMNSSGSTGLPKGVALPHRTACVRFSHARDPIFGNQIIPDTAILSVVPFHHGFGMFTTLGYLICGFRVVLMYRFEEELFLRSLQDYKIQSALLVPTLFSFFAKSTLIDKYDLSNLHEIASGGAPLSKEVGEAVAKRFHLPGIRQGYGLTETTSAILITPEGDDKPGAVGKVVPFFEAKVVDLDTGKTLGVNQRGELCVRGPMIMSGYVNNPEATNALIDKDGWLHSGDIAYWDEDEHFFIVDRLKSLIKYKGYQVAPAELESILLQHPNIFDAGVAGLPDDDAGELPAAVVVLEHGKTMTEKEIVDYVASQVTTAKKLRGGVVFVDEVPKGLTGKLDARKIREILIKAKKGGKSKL
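Biochemical qHTS: compound (6-point titration) added to 10uM D-luciferin plus 10uM ATP in Tris acetate pH 7.5 buffer with Mg, Tween-20 and BSA, then purified enzyme at 10nM; light output imaged.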
3T3 cytotox = cytotoxic compounds in NIH 3T3 cells; Potency, µM (top dose mostly 96.7 µM), for the others: at the highest dose activity change, negative = cytotoxicity, most hits filed as inhibitors; 4.3% of 94,000 active; NIH 3T3 viability, CellTiter-Glo ATP luminescence, 48-72 h; note: potency is the fitted concentration of half-maximal effect; nearly all actives have a fitted effect of over 55% in size
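NIH 3T3 cells at 400 cells/well received 23 nL of compound by pintool and were incubated 48 or 72 h at 37 °C. Viability was read as ATP-coupled CellTiter-Glo luminescence.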
HEK293 viab = cell viability loss counter-screen; 0.12% of 150,000 active; HEK-293-SNCA-luc viability, GF-AFC fluorescence, 24 h; Potency, µM (top dose mostly 57.1 µM), inactives show at the top dose activity change, negative = cytotoxicity, actives largely listed as cytotoxic;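 note: potency is the fitted concentration of half-maximal effect; 0% = DMSO-treated cells and -100% = medium-only wells without cells; nearly all actives have a fitted effect of over 30% in size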
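HEK-293-SNCA-luc cells (1500/well) plated 24 h, then exposed 24 h to a dilution series; GF-AFC added 30 min at 37C, fluorescence 405/540 nm; normalised to medium-only and DMSO wells, Hill fit.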
IP6K1 inh = IP6K1 kinase inhibition | Q92551 | IP6K1 kinase, ADP-Glo luminescence, 2 h; hits give low values | activity change, % (series mostly up to about 58 µM) | 0.81% of 140,000 active | AID 1645851; in the data active = activity change below about -25%
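ADP-Glo luminescence measures ADP made by human IP6K1 during a 2 h RT reaction with ATP/IP6 (mix at 1.3 mM/130 uM); top library doses 57.5 and 19.1 uM final.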
The depositor's hits bear a star; i = inactive; u = inconclusive; x = no result given; & = joins results of further samples; [ ] = dose if it differs, or a comment. Unless noted, calls come from the whole dose curve; as a rule, active = well fitted curve in the direction sought with a large enough effect; inconclusive = small, poorly fitted or top-dose-only effect, or another doubt; inactive = no such curve, though single readings can be large; an effect the other way counts as inactive or inconclusive. Unless noted, % is set by controls: 0 for no effect and ±100 for the full control effect. An excerpt; count on the stated rates, not on these rows.

Structure,HEK cytotox,SNCA expr inh,GPT2 inh,Luciferase inh,3T3 cytotox,HEK293 viab,IP6K1 inh
CCC(C(=O)NCc1ccco1)n1nc(C)c2c(C)n(-c3ccc(C)cc3)nc2c1=O (configuration not stated),x,3.1%,x,x,x,-4.1%,15.4
COc1ccc(-c2nc(S(=O)(=O)c3ccc(Cl)cc3)c(N3CCCCCC3)o2)cc1,x,26.9%,x,x,x,-4.8%,0.7
O=C(c1ccc2cc[nH]c2c1)N1CCC2(CC1)CC(O)CCO2 (configuration not stated),-5.8%,1.8%,5.0%,-8.5%,i,-1.3%[12.5 µM],9.2
CN(C)CCNC(=O)c1ccc(-n2c(-c3ccccc3)cc3c2CCCC3)cc1,x,u,x,x,x,-26.5%,18.2
CCCOc1ccc(CC2C(=O)Nc3ccc(Br)cc32)cc1 (configuration not stated),x,-30.0%,x,x,x,-2.6%,-11.3
O=C(CN1C(=O)C(c2ccccc2)=NC12CCCCC2)NC1CCCCC1,u,-12.5%,-4.1%,-5.3%,u,-4.2%[12.5 µM],8.4
CCS(=O)(=O)N(C1CC1)C1CCOC2(CCN(C(=O)c3cccc(C)c3)CC2)C1 (configuration not stated),-20.5%,-10.4%,i,0.0%,-22.6%,0.1%,17.0
CC(C)NC(=O)c1cc(-c2ccsc2)c2nncn2n1,-11.8%[172 µM],-3.5%[87.6 µM],-8.7%[88.5 µM],x,-26.3%[138 µM],8.4%[87.6 µM],12.5
Cc1cccc(C)c1-c1cc(C(=O)NCc2ccc(C(F)(F)F)cc2)c2cnn(C)c2n1,22.4µM*,-15.2%,i,x,14.1µM*,-19.1%,-4.6
CNCCC(Oc1ccc(C(F)(F)F)cc1)c1ccccc1 (configuration not stated),x,-2.4%,i,x,x,-22.5%,-13.2
COc1ccc(OC)c(NC(=O)Cn2cccc2-c2nc(-c3ccc4c(c3)OCO4)no2)c1,35.5µM*,-4.9%,3.6%,-15.4%,u,u,12.9
COC[C@@H]1CN(C(=O)c2cncc(C)c2)C[C@H]1C(N)=O,-2.1%,-4.2%,i,-3.6%,i,-12.9%,0.0
CS(=O)(=O)N1CCCN(CC2CCCCC2)CCNC(=O)CC1c1ccccc1 (configuration not stated),-17.2%,-14.4%,i,-11.1%,-10.5%,-1.6%,5.1
O=C(N[C@H]1CCN2C(=O)c3cc(-c4ccccc4)ccc3NC(=O)[C@H]12)c1cnccn1,i,4.1%[87.6 µM],2.6%[88.5 µM],1.3%[172 µM],-21.7%[138 µM],-2.6%[87.6 µM],10.3
COc1cccc(C2=NN(S(C)(=O)=O)C(c3cn(-c4ccccc4)nc3-c3cccs3)C2)c1 (configuration not stated),x,28.2%,x,x,x,4.5%,16.0
CN(Cc1cccnc1)Cc1nc(C2(O)CCN(C3CCC3)CC2)cs1,1.7%[172 µM],1.3%[87.6 µM],3.3%[88.5 µM],-1.3%[172 µM],-10.1%[174 µM],2.7%[87.6 µM],-3.7
CC(=O)N1c2nc(-c3ccco3)nn2C2(CCCCC2)[C@@H]2CCCC[C@@H]21,x,-11.7%,x,x,x,-13.5%,15.0
CCc1cccc(NC(=O)c2ccc3c(c2)N(C)C2CCCCN2C3=O)c1 (configuration not stated),u,58.5%[activator],i,u,u,-14.8%[12.5 µM],10.7
OC1(c2csc(CN3CCc4ccccc4C3)n2)CCNCC1,u,7.1%[87.6 µM],i,-0.2%[172 µM],u,-2.7%[87.6 µM],5.6
Cc1cccc(N(C)C(=O)Cn2ccn3nc(-c4ccc(F)cc4)c(CO)c3c2=O)c1,u,-11.1%,-11.7%,-1.7%,-25.8%,u,8.8
CN1CCC(N[C@@H]2CO[C@H](CNC(=O)CC(C)(C)C)[C@H]2O)CC1,-6.5%[172 µM],-1.0%[87.6 µM],-12.5%[88.5 µM],-8.6%[172 µM],u,7.2%[87.6 µM],1.4
COc1ccc(-n2nc(C)c([C@@H]3C=C[C@@H](NS(=O)(=O)c4cccs4)C3)c2C)cc1,u,u,1.9%[88.5 µM],-22.1%[172 µM],u,u,-13.5
CN(C)CC1(O)CCC2(CCN(C(=O)CCC3CCCC3)CC2)CC1,u,17.6%,i,6.4%,u,10.8%,14.7
COCCNC(=O)CSc1c(C)cnc2c1c(=O)n(C)c(=O)n2C,x,8.5%,x,x,x,-5.5%,4.5
Cc1nc(CN2CCN(c3nccc(-c4cccnc4)n3)CC2)cs1,u,-4.5%,i[11.5 µM],4.4%,-25.5%,-7.5%,32.2
Fc1ccc2ncc3c(-c4ccccc4)n[nH]c3c2c1,x,18.4%,x,x,x,-9.3%,-0.8
Cc1ccc(C)c(CN2C(=O)c3ccccc3S(=O)(=O)c3ccc(C(=O)NCCC4=CCCCC4)cc32)c1,x,17.4%,x,x,x,-3.5%,9.9
Cn1nc(C(=O)Nc2ccc(F)c(Cl)c2)c2c1-c1ccccc1S(=O)(=O)C2,x,8.2%,x,x,x,9.2%,-9.7
N#Cc1ccc(O[C@@H]2CCOC[C@H]2NC(=O)CCc2cccs2)cc1,-13.4%,-14.6%,u,0.0%,-29.0%,-0.9%,-2.9
O=C(c1ccc(Cl)cc1)N1CCOCC2(CN(Cc3ccccc3)C2)C1,-68.6%[172 µM],-36.1%[87.6 µM],i,14.0%[172 µM],3.16µM*,-18.0%[87.6 µM],25.4

Among those listed so far, these have two or more sulfur atoms:
Structure,HEK cytotox,SNCA expr inh,GPT2 inh,Luciferase inh,3T3 cytotox,HEK293 viab,IP6K1 inh
COc1cccc(C2=NN(S(C)(=O)=O)C(c3cn(-c4ccccc4)nc3-c3cccs3)C2)c1 (configuration not stated),x,28.2%,x,x,x,4.5%,16.0
COc1ccc(-n2nc(C)c([C@@H]3C=C[C@@H](NS(=O)(=O)c4cccs4)C3)c2C)cc1,u,u,1.9%[88.5 µM],-22.1%[172 µM],u,u,-13.5

Further structures.
Structure,HEK cytotox,SNCA expr inh,GPT2 inh,Luciferase inh,3T3 cytotox,HEK293 viab,IP6K1 inh
COc1ccc(CNc2oc(COc3cccc(C)c3)nc2C#N)cc1,x,41.3%[activator],x,x,x,5.4%,-12.9
CN1C[C@@H](NC(=O)CC(C)(C)CC(=O)O)C[C@H]1c1nc(-c2ccccn2)no1,0.7%[172 µM],43.1%[activator][87.6 µM],-7.7%[88.5 µM],u,i,0.8%[87.6 µM],8.8
CC(C)OCCCNc1nc2c([S+](=O)([O-])c3ccncc3)nnn2c2ccccc12,-17.4%,2.9%,-3.9%,x,u,-3.3%,-8.5
O=C(COc1ccc(F)cc1)Nc1ccccc1C(=O)OCc1cc(=O)n2ccsc2n1,x,5.6%,x,x,x,-5.9%,7.6
COc1ccc(C(=O)Oc2ccc(C(c3c(C)[nH][nH]c3=O)c3c(C)[nH][nH]c3=O)cc2)cc1,x,54.3%[activator],x,x,x,-9.7%,2.9
Cc1ccc(-c2cc(N3CCCN(C(=O)c4cccn4C)CC3)n[nH]2)cc1C,u,-5.0%,-29.8%,-12.7%,u,-18.8%,1.1
COc1ccc(C2(C(=O)N3CCC4(CC3)C(OC)C(=O)N4c3cccc(F)c3)CC2)cc1 (configuration not stated),u,17.1%,i,2.3%,-1.3%,-4.5%,-6.3
CN1CCC(C(=O)N2Cc3ccccc3OC3(CCN(C(=O)N(C)C)CC3)C2)CC1,-2.9%,-4.6%&-2.5%,-13.8%&4.2%,x,i,u,9.9&-18.5
COC(=O)c1cc(C#N)c(N2CCCC(O)(CN(C)C)CC2)nc1C (configuration not stated),-22.4%,11.8%,i,-14.7%,-22.8%,16.8%,14.7
COCCN(C)C(=O)c1cn(C2CN(C(=O)Nc3ccccc3F)C2)nn1,-2.5%,15.8%,-9.2%,x,-15.0%,-0.4%,16.1
CN(C)S(=O)(=O)c1ccc2c(c1)N(CC(=O)N1CCC(C(N)=O)CC1)CCS2,x,-1.7%,x,x,x,-9.1%,13.6
C[C@@H]1CN(C(=O)c2nc3sccn3c2CN(C)Cc2ccc3nonc3c2)C[C@H](C)O1,5.0%,3.9%,i,6.4%,i,-22.3%,3.6
O=C1NC2(CCN(Cc3ccccc3C(F)(F)F)C2)COc2ccccc21 (configuration not stated),u,3.9%,i,-2.0%,u,1.7%,23.7
O=C(O)c1ccnc2cc(-c3nc4ccccc4n3CCN3CCCCC3)sc12,x,x,i,x,x,-1.7%,-6.4
COc1ccc(CNS(=O)(=O)c2cc3c(cc2C)n(C)c(=O)c(=O)n3C)cc1,x,4.6%,x,x,x,-16.1%,-10.8
COc1ccc(N2CC(NC(=O)c3ccc4c(c3)OCO4)CC2=O)cc1 (configuration not stated),x,-3.5%,x,x,x,-12.8%,30.8
Cc1cc(C)c(CSc2nnc(C)n3c2cc2occc23)c(C)c1,x,-12.8%,x,x,x,-2.7%,0.4
CCS(=O)(=O)N1CCC(Nc2cccnc2)C1 (configuration not stated),2.3%,-0.9%,u,5.1%,i,3.5%,7.1
CNCC(=O)N1CCC(C2CCN(C(=O)NC)CC2)C1 (configuration not stated),2.8%,u,-8.3%,1.1%,-4.9%,4.9%[12.5 µM],12.9
C=CCN1CC(C(=O)N2CCn3nc(Cc4ccccc4)cc3C2)CC1=O (configuration not stated),-28.8%,5.0%,i,2.5%,-30.3%,-6.4%,-6.0
Cc1cc2[nH]c(=O)c(=O)[nH]c2cc1S(=O)(=O)Nc1ccc(OC(F)(F)F)cc1,x,-2.4%,x,x,x,-4.3%,-13.9
COc1ccc(N2CCN(C(=O)c3nc(-c4ccc(Cl)cc4)n4c3CCCCC4)CC2)cc1,x,18.3%,x,x,x,-7.9%,23.4
Cc1cc(C)cc(C(=O)NC2CCN(c3cn[nH]c(=O)c3)CC2)c1,-23.5%,-2.7%,-9.0%,-2.6%,-23.4%,14.6%,5.0
Cc1ccc2oc(-c3ccc(C)c(NC(=O)c4ccc(C(C)(C)C)cc4)c3)nc2c1,x,127.5%[activator],x,x,x,-8.3%,18.4
CCn1nccc1C(=O)N1CCCC(c2nnnn2C)C1 (configuration not stated),2.2%,-24.1%,i,5.9%,-4.6%,8.0%,-20.1
COc1ccc(Nc2ccnc(N3CCC(N[S+](C)(=O)[O-])CC3)n2)cc1,u,34.8%[activator],-2.3%,x,-27.0%,7.5%,-2.8
COc1ccc(NC(=O)CN(c2cc(C)cc(C)c2)S(=O)(=O)c2c(C)noc2C)cc1Cl,x,-28.6%,x,x,x,-9.1%,0.1
CNC(=O)[C@@H](c1ccc(Cl)cc1)N1CCC[C@H]1C(=O)NCC1CC1,-10.4%[172 µM],8.3%[87.6 µM],-10.9%[88.5 µM],-2.6%[172 µM],i,-3.1%[87.6 µM],9.7
